Screening results from PubChem BioAssay.
CAL PDZ FP-1 – inhibitors of human CAL PDZ peptide binding; Q9HD26; inhibition, % at 20 µM; purified CAL PDZ, TMR-peptide fluorescence polarization, 1 h; AID 504414; 0.02% of 330,000 active;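 active = highest replicate inhibition of at least 40%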;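 also: plate controls were DMSO neutral control wells for no effect and unlabeled competitor peptide control wells for full effect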
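Material: tagged CAL PDZ protein CerCALP, purified; buffer or medium: sodium phosphate/NaCl buffer pH 7.4 with TCEP, IgG, Thesit; also added: fluorescent TMR peptide probe; schedule: 1 h incubation at room temperature before polarization reading; technique: fluorescence polarization from S- and P-plane intensities, G-factor corrected; control set: unlabelled peptide and DMSO controls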
PvdQ inh – P. aeruginosa PvdQ acylase inhibition. purified PvdQ acylase, fluorescence plate reader. inhibition, % at 10 µM. 0.063% of 340,000 active. AID 488965; in the data active = inhibition above about 30%, passing the limit was not always enough; inconclusive = no clear call, values can overlap the other calls;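 also: 0% = vehicle neutral wells and 100% = reference inhibitor wells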
SR-BI HDL uptake – mouse SR-BI HDL lipid transfer inhibition | inhibition, % at 12.5 µM | Q61009 | ldlA[mSR-BI] CHO cells, DiI-HDL uptake fluorescence, 3 h | 0.96% of 320,000 active;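 active = mean replicate inhibition of at least 70% and a set share of replicates each scoring 70 or more; inconclusive = meets just one of the two criteria; inactive = fails both criteria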;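 also: 0% = median of neutral control wells and 100% = median of positive control wells; values of inactives mirror those of a sister screen read the other way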
NSD2 inh – blocks human histone methyltransferase NSD2; 0.54% of 310,000 active; inhibition, % at 12.5 µM; NSD2 peptide methylation, AlphaScreen, 120 min; O96028; in the data active = inhibition above about 50%
Target sequence (O96028 whole entry, looked up): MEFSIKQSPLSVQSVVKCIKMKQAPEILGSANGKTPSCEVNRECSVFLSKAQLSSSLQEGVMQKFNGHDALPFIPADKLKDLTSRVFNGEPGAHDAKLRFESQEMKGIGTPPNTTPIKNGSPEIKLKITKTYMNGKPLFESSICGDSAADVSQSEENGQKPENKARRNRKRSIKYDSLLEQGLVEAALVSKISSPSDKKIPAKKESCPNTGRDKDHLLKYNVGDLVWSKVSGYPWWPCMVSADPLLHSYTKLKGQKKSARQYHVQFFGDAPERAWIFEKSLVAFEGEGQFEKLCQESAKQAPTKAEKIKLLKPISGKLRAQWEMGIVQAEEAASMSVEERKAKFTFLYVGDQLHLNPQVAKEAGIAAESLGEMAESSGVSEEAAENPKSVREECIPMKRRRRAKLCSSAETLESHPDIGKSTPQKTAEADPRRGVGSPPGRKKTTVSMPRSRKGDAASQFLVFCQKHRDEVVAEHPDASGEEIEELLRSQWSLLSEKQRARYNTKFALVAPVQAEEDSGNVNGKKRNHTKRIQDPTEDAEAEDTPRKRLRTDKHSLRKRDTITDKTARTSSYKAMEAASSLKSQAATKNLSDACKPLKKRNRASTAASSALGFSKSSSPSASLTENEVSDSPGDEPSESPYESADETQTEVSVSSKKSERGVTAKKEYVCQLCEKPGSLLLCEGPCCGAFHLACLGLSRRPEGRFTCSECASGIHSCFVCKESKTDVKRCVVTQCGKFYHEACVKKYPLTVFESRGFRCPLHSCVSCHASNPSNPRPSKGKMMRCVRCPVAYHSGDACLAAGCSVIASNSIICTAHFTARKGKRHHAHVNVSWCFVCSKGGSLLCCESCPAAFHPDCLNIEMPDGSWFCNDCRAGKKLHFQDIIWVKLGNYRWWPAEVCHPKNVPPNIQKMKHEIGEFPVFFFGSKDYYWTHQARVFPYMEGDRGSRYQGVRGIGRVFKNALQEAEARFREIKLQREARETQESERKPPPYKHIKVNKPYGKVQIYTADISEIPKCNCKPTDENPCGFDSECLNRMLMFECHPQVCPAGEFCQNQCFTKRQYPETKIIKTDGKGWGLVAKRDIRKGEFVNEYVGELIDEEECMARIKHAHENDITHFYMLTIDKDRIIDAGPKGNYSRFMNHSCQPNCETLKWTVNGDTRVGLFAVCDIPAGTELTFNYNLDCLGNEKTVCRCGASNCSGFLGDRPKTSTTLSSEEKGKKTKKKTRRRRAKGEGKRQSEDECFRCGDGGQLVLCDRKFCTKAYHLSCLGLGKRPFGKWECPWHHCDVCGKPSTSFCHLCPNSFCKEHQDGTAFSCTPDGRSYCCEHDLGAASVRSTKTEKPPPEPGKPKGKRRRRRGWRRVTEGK
MITF TRPM1 HTS – MITF TRPM1 promoter activation in melanoma cells | SK-MEL-5 TRPM1-promoter luciferase, 24 h; % of positive control, neutral wells = 0 | activation, % at 12.5 µM | 0.75% of 300,000 active;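 active = mean activation of at least 80% with every replicate also reaching 80%; inconclusive = mean reaches 80% but some replicate falls short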;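 also: 0% = neutral control wells and 100% = parthenolide positive control wells; values of inactives mirror those of a sister screen read the other way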
SR-BI uptake up – activators of SR-BI mediated HDL lipid uptake; CHO ldlA[mSR-BI] cells, DiI-HDL uptake fluorescence, 3 h; 100 = double the neutral-control signal; activation, % at 12.5 µM; 0.096% of 320,000 active;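 active = mean replicate activation of at least 60% and every replicate at or above 60%; inconclusive = mean or all-replicate condition met, but not both; inactive = mean below 60% and not all replicates reaching 60%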;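 also: 0% = median plate neutral-control signal and 100% = twice that signal; values of inactives mirror those of a sister screen read the other way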
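Material: SR-BI-overexpressing, LDLR-lacking CHO cells | Dosing: Single compound concentration, delivered by pin transfer | Probe or stimulus: Labelled HDL, 10 µg/mL | Signal: Bottom-read cell fluorescence after medium removal, ex 550/em 595 nm | Schedule: 3 h, 37 °C | Evaluation: HDL uptake via cellular fluorescence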
Rtt109 HAT inh – blocks Candida albicans Rtt109/Vps75 acetyltransferase activity; Q5AAJ8; 0.16% of 330,000 active; inhibition, % at 34.9 µM; purified Rtt109/Vps75, ThioGlo CoA-SH fluorescence, 4 h;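 active = inhibition of at least 50% in every replicate; inconclusive = best replicate reaches 50% inhibition but some replicates fall short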
dFosB act – enhances mouse delta FosB homodimer DNA binding; P13346; purified delta FosB, TAMRA-CDK5 oligo fluorescence polarization; percent of positive-control signal above neutral wells; activation, % at 25 µM; 0.99% of 340,000 active;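 active = mean activation above about 17%, with every replicate also reaching it, limit read from the data, passing the limit was not always enough; inconclusive = only one of the two conditions met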;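 also: fluorescence polarization rise as delta FosB binds a TAMRA Cdk5 AP-1 oligo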
CAL PDZ FP-2 – CAL PDZ (human) peptide binding inhibition; Q9HD26; purified CAL PDZ, TMR-peptide fluorescence polarization, 1 h; inhibition, % at 24.9 µM; 0.92% of 300,000 active; AID 602252;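 active = mean inhibition of at least 30% with at least half of replicates also reaching 30%; inconclusive = no clear call, values can overlap the other calls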;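 also: 0% = DMSO neutral control and 100% = excess unlabeled competitor peptide PRC23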
PfHsp90 set2 – growth inhibition of yeast expressing Plasmodium Hsp90. S. cerevisiae expressing PfHsp90, BacTiter-Glo ATP, 48 h; yeast lacking PDR1 and PDR3 efflux regulators. inhibition, % at 9.4 µM. 0.32% of 310,000 active;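 active = every replicate shows inhibition above about 80%, whatever the replicate mean, limit read from the data; inconclusive = mean inhibition reaches the set limit but some replicate falls short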;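 also: 0% = DMSO neutral controls and 100% = 20 µM radicicol positive controls; yeast relying on Plasmodium falciparum Hsp90 in place of its own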
Starred values were filed as active, the others as inactive; ? = inconclusive; . = not tested or not shown.

SMILES | CAL PDZ FP-1 | PvdQ inh | SR-BI HDL uptake | NSD2 inh | MITF TRPM1 HTS | SR-BI uptake up | Rtt109 HAT inh | dFosB act | CAL PDZ FP-2 | PfHsp90 set2
CCOc1ccc(N2C(=O)CC(Sc3nc(-c4cccs4)cc(C(F)(F)F)c3C#N)C2=O)cc1 (configuration not stated) | -1.4 | -9.0 | 50.8 | 5.4 | 15.9 | -50.8 | 13.9 | -10.3 | -1.0 | -13.2
COc1ccc(OC)c(NC(=O)Nc2nnc(N3CCCCC3C)s2)c1 (configuration not stated) | 1.9 | 5.8 | -0.6 | -8.2 | 6.7 | 0.6 | -1.4 | -9.2 | 4.3 | 22.1
CC(C)CC(=O)N1CCN(Cc2ccc(Cl)cc2)CC1 | 12.0 | -8.6 | 3.4 | 1.9 | 11.8 | -3.4 | 4.6 | -1.2 | -7.6 | 10.5
O=C1CN2C(=Nc3ccc(Br)cc3C2c2ccccc2)CCN1 (configuration not stated) | -0.1 | 6.9 | -18.9 | 0.4 | -6.3 | 18.9 | -1.3 | 6.7 | -6.0 | 17.4
CCC(=O)Nc1nonc1-c1nc2ccccc2n1Cc1ccc(Cl)c(Cl)c1 | 15.6 | -15.9 | . | . | -19.2 | . | -2.2 | -2.0 | 0.7 | 2.4
Cc1nc2c([nH]c3ccc(Br)cc32)s1 | 0.0 | -21.8 | -0.5 | -2.2 | 22.9 | 0.5 | -10.6 | 4.7 | 0.7 | -12.4
CCOC(=O)c1nn(-c2ccccc2C)c2nc(CC(C)C)c(C#N)c(=O)n12 | -0.7 | -3.4 | -5.3 | -2.4 | . | 5.3 | 1.4 | 1.0 | -3.9 | 22.5
COc1ccc(C(=O)Cc2nnc(C)s2)cc1 | 0.6 | 17.4 | -13.3 | 68.6* | 75.0 | 13.4 | -2.2 | -1.0 | -3.7 | -1.5
Cc1ccnc(NC(=O)C2CC(=O)N(Cc3ccccc3)C2)c1 (configuration not stated) | -1.0 | -15.2 | -11.7 | -6.3 | 90.4* | 11.7 | -4.2 | 0.0 | -1.8 | -9.0
CCOC(=O)c1ccc(-c2c(-c3cc(OC)c(OC)c(OC)c3)noc2C)cc1F | -0.5 | -14.0 | 22.1 | . | -29.3 | -22.1 | -6.7 | -7.9 | -4.2 | .
Cc1ccc2c(c1)N(C(=O)CCC(=O)N1CCOCC1)CCO2 | -4.0 | -18.4 | -18.0 | . | 1.8 | 18.0 | -2.7 | -4.9 | . | -0.7
O=C(NC(=S)Nc1ccccc1N1CCCCC1)c1ccco1 | -1.0 | -16.0 | 38.0 | 1.3 | 0.6 | -38.0 | 4.6 | -8.0 | -2.7 | -10.9
O=C(O)/C(=C\c1cccc(C(F)(F)F)c1)c1ccc(S(=O)(=O)N2CCCC2)s1 | -1.8 | -14.3 | -9.9 | 6.6 | 4.9 | 9.9 | 2.8 | -1.9 | -1.8 | -20.7
Cc1c(C(=O)N2CCN(Cc3ccc4c(c3)OCO4)CC2)sc2ncnc(N3CCN(c4ccccc4F)CC3)c12 | -2.0 | -9.3 | 30.4 | -2.9 | -33.1 | -30.4 | -0.1 | 8.1 | -3.5 | -22.0
Cc1cc(C(F)(F)F)nn1Cc1n[nH]c(=S)n1-c1ccc(F)cc1 | 0.6 | -2.4 | 0.1 | -1.7 | 16.1 | -0.1 | -1.2 | -1.8 | -0.2 | -13.0
CCOc1ccc(NS(=O)(=O)c2ccc(C(=O)N3CCCCC3)cc2)cc1 | -1.8 | -9.8 | -18.3 | -4.9 | -7.3 | 18.3 | 0.7 | -6.5 | -3.6 | 15.7
Cc1nc(C)c(C(=O)N2CCCC(CCC(=O)NCc3ccc(F)c(F)c3)C2)s1 (configuration not stated) | -1.9 | -9.9 | 4.3 | 3.7 | 8.0 | -4.3 | -3.2 | -11.7 | . | -26.0
CC(=O)Nn1cnc2c(c1=O)C1(CCCC1)Cc1ccccc1-2 | . | 6.7 | -27.0 | -9.0 | 3.5 | 27.0 | -8.6 | -8.7 | -3.6 | 9.5
Cn1c(=O)c2c(nc(N3CCCC3)n2CC(O)CO)n(C)c1=O (configuration not stated) | -2.5 | -17.9 | -19.9 | 0.0 | 3.7 | 19.9 | -9.4 | -1.6 | -0.9 | 15.1
CCOC(=O)CC(=O)Nc1ccc(C)cc1 | -1.7 | -7.1 | -17.4 | -5.4 | 6.5 | 17.4 | -0.5 | -2.1 | 2.2 | -8.8
CCc1nc2sc3c(c2c(=O)n1N)CCC3 | -1.7 | 9.2 | -7.9 | 0.3 | 10.0 | 7.9 | 1.2 | 3.8 | -1.5 | 2.5
CCCC1=NN(C(=O)Cc2ccc([N+](=O)[O-])cc2)C(O)(C(F)(F)F)C1 (configuration not stated) | -2.6 | 4.9 | 12.6 | -2.3 | 3.8 | -12.6 | -1.2 | -3.6 | 0.8 | -28.0
CCN(CC)CCNC(C(=O)Nc1cc(C(F)(F)F)ccc1Cl)c1ccccc1 (configuration not stated) | -0.3 | -17.8 | -19.2 | 6.3 | 2.3 | 19.2 | -11.0 | -4.7 | -2.6 | -17.9
CC(C)(C)OC(=O)N1CCC(C(=O)Nc2ccc3c(c2)CCC3)CC1 | -1.8 | 1.8 | 1.4 | -3.6 | ? | -1.4 | 22.8 | -12.4 | 5.2 | .
Cc1ccc(CN2CCN(/N=C/c3cccs3)CC2)cc1 | -1.6 | -3.1 | 10.0 | 5.9 | 3.8 | -10.0 | -15.2 | -5.2 | -2.4 | 15.0
Cc1ccccc1/C=C/c1cccc[n+]1C | 1.2 | -5.2 | -7.7 | 0.4 | . | 7.8 | 4.3 | -0.5 | -3.8 | 4.6
Cc1cc(C)c2nc(N(CCN(C)C)C(=O)c3ccc4ccccc4c3)sc2c1 | -0.2 | 1.1 | 15.6 | -4.2 | 0.8 | -15.6 | 5.8 | 21.0* | . | 1.2
Cc1cccc(-c2cc3nc(C)cc(N4CC(C)CC(C)C4)n3n2)c1 (configuration not stated) | 1.5 | -5.1 | 42.9 | -4.1 | 6.5 | -42.9 | -3.6 | -7.4 | . | 32.4
O=C(Nc1ccc(NC(=O)C2CC2)nc1)c1ccccn1 | -0.8 | -12.9 | -11.2 | -0.3 | -2.8 | 11.2 | -0.5 | -7.4 | -8.3 | 25.9
Cc1ccc(/C=N\NC(=O)C2COc3cc4ccccc4cc3O2)o1 (configuration not stated) | -3.0 | 8.2 | -2.8 | 2.2 | -11.1 | 2.8 | 3.6 | -8.7 | . | -13.3
COc1ccc(-c2sc3ccc(OC)cc3c2C#Cc2cncn2C)cc1 | -0.9 | -9.3 | ? | . | 10.6 | -72.0 | -10.5 | -7.3 | -2.8 | -22.8
Cc1cc(C)nc(SCc2nnc(SCC#N)n2-c2cccc(Cl)c2)n1 | -3.4 | -4.9 | 23.3 | . | 1.4 | -23.3 | . | 7.6 | -0.1 | 21.8
O=c1c2c3c(sc2ncn1/N=C/c1cccnc1)CCCC3 | -2.5 | -12.4 | 5.4 | . | 14.2 | -5.4 | -1.4 | -9.6 | 1.9 | -11.9
Cc1cc2ncn(S(=O)(=O)N3CCCCC3)c2cc1C | -3.3 | 16.0 | -26.9 | . | 0.5 | 26.9 | 13.9 | -0.6 | -5.0 | -7.2
O=C(NCCc1cnc[nH]1)c1ccc(-c2ccccc2)cc1 | -1.3 | -18.5 | -3.2 | 5.7 | 18.4 | 3.2 | 2.1 | -0.2 | -21.8 | -2.1
Cc1cccc2nc(-c3cccnc3)c(Nc3ccccc3)n12 | 1.0 | -9.0 | 23.9 | 0.5 | -12.5 | -23.9 | -4.1 | -1.2 | -2.5 | -8.3
COc1cc(CNc2ccc3c(c2)OCCO3)ccc1OCC(N)=O | 0.7 | 4.4 | 17.8 | 30.2 | -17.0 | -17.8 | -7.0 | -1.7 | . | 5.7
O=C(c1nc2ccccn2c1CNCCCn1cccn1)N1CCCC1 | -2.4 | -15.0 | . | -3.6 | 7.3 | . | -6.7 | -5.1 | -0.8 | 14.5
O=C(CSc1nnc(CNC(=O)C23CC4CC(CC(C4)C2)C3)n1-c1ccc(F)cc1)Nc1ccccc1 | -1.7 | -14.1 | 16.0 | 16.4 | -12.0 | -16.0 | -3.8 | -4.8 | -1.6 | -8.1
COCCNC(=O)C(NC(=O)C1CCCCC1)C(C)C (configuration not stated) | -1.8 | -2.1 | . | -2.3 | 8.3 | . | 1.3 | -2.8 | -3.4 | -4.3
COC(=O)c1ccccc1NC(=O)CCC(=O)N1CC(C)Oc2ccc(C)cc21 (configuration not stated) | -0.4 | -10.4 | 17.6 | . | 8.2 | -17.6 | 3.2 | -5.4 | 2.0 | 7.1
COc1ccc(N(C(C)C(=O)N/N=C/c2ccc(OC(C)C)cc2)S(C)(=O)=O)cc1 (configuration not stated) | -0.9 | 5.2 | 14.6 | . | -9.1 | -14.6 | -8.0 | -8.7 | -6.3 | 10.9
Cc1ccc(-n2c(SCC(=O)N/N=C/c3ccccc3C(=O)O)nnc2-c2ccccc2)cc1 | -1.0 | -9.0 | -10.1 | 1.9 | -10.2 | 10.1 | 2.3 | -7.2 | -5.0 | -6.1
O=C(COC(=O)[C@H](Cc1ccccc1)NC(=O)c1cccs1)NC1CC1 | -1.2 | 18.5 | -26.4 | -1.2 | 1.1 | 26.4 | -1.0 | 0.9 | -0.3 | 6.4
Cc1cccc(NC(=O)c2cccc([N+](=O)[O-])c2O)c1C | 0.0 | 4.9 | 11.1 | -0.7 | 65.2 | -11.1 | 1.9 | -5.1 | -2.1 | 28.0
O=C(CN1C(=O)/C(=C\c2ccc(F)cc2)Oc2ccccc21)N1CCN(c2ccccn2)CC1 | -0.8 | -17.3 | 16.4 | -2.1 | -21.2 | -16.4 | -9.1 | -9.9 | -1.4 | -22.7
O=C(Cc1ccc(Cl)cc1)Nc1ccccc1C(=O)N1CCCC1 | -2.7 | -3.7 | -16.9 | 0.0 | -10.7 | 16.9 | 6.4 | -5.0 | -1.0 | 3.0
CC(=O)N1CCOc2ccc(S(=O)(=O)N3CC(C)CC(C)C3)cc21 (configuration not stated) | 0.0 | -7.0 | -24.2 | 2.3 | 2.9 | 24.2 | 0.5 | -12.5 | . | 48.3
